STAT3 inh – inhibitors of IL-6 induced STAT3 signaling; U3A cells, IL-6 STAT3-luciferase reporter, luminescence; host cell line lacks STAT1; inhibition, % at 5.5 µM; 190,000 compounds, 0.89% hits; AID 862;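 active means inhibition above the mean inhibition across all screened compounds plus 3 SD, cut at about 44% in these data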;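 further: 0% = DMSO only wells and 100% = 100 µM nifuroxazide control wells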
STAT1 blocker – reduces IFN-gamma driven STAT1 reporter signal; NIH 3T3 STAT1-luciferase reporter, luminescence; inhibition, % at 5.5 µM; 200,000 compounds, 0.35% hits;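 active means inhibition above a set limit, the mean inhibition across all tested compounds plus 3 SD, cut at about 34% in these data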;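 further: 0% = IFN-gamma with DMSO and 100% = IFN-gamma with 300 µM nifuroxazide; values of inactives mirror those of a sister screen read the other way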
STAT1 act – increases IFN-gamma driven STAT1 reporter signal; NIH 3T3 STAT1-luciferase reporter, luminescence; 100% = IFN-gamma alone, no compound; activation (% of control), % at 5.5 µM; 200,000 compounds, 2.6% hits; AID 932;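 active means activation above the screen-wide mean activation plus 3 SD, cut at about 130% in these data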;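 further: raw ratio to IFN-gamma control signal so 100% means no change and 0% no light; values of inactives mirror those of a sister screen read the other way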
ROMK primary – modulates human ROMK potassium channel activity | Tet-inducible ROMK, thallium flux fluorescence; actives lie on both sides | B-score at 10 µM | 130,000 compounds, 2% hits | AID 1918;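 active means signal ratio slope over the read window, or its plate-corrected B-score, at least 3 SD from the plate mean, either direction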;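 further: B-score of the F/F0 ratio slope over 7 to 12 s after thallium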
Target sequence (P48048 whole entry, looked up): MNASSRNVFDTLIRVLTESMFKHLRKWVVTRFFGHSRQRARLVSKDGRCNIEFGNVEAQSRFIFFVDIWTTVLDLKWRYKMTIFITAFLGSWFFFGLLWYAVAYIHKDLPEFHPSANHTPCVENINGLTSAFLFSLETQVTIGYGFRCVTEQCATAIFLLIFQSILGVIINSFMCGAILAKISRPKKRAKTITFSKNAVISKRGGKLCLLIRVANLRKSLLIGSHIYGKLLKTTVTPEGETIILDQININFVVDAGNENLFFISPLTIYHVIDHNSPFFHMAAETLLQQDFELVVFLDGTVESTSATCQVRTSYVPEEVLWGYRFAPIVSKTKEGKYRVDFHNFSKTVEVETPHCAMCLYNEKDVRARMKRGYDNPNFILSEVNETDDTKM
STAT3 activator – STAT3 signaling activation | U3A cells, IL-6 STAT3-luciferase reporter, luminescence; 100% = signal with IL-6 EC80 alone | 190,000 compounds, 0.91% hits | activation (% of control), % at 5.6 µM | AID 871;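 active means activation above the screen-wide mean of compound activation plus 3 SD, cut at about 130% in these data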;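 further: 0% = background luminescence of wells with medium and substrate only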
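Test system: human U3A cells carrying STAT3-luciferase construct; control set: IL-6-only wells as 100% reference; timing: compound pre-incubation 1 h before IL-6, then 6 h stimulation at 37 °C; also added: IL-6 stimulus at 33 ng/mL final; evaluation: % activation versus median of IL-6-stimulated wells; detection: reporter luminescence signal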
NF-kB neuron act – compounds increasing NF-kB expression in human neuronal cells; NF-kB reporter expression; active compounds read high; fold change at 12.5 µM; 190,000 compounds, 1.6% hits; AID 1239; in the data active means fold change above about 3.3
APP transl inh – APP translation inhibition | SH-SY5Y APP 5'UTR-luciferase reporter, luminescence | inhibition, % at 2 µM | 190,000 compounds, 0.82% hits | AID 1285;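 active means inhibition above a set limit, derived from the sample mean plus 3 SD, cut at about 45% in these data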; further: values of inactives mirror those of a sister screen read the other way
APP 5'UTR act – activates APP 5'UTR luciferase reporter. SH-SY5Y APP 5'UTR luciferase reporter, luminescence; zero percent = DMSO vehicle wells. activation, % at 2 µM. 190,000 compounds, 1% hits. AID 1276;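 active means activation above a set limit, based on mean plus 3 SD of controls, cut at about 140% in these data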; further: values of inactives mirror those of a sister screen read the other way
FLuc inh counter – inhibits firefly luciferase, flagging false hits in luciferase inhibition screens; P08659; ATPLite firefly luciferase biochemical luminescence, 10 min; 200,000 compounds, 1.5% hits; inhibition, % at 10 µM;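 active means inhibition above about 50% when tested at 10 µM, limit read from the data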
Target sequence (P08659 whole entry, looked up): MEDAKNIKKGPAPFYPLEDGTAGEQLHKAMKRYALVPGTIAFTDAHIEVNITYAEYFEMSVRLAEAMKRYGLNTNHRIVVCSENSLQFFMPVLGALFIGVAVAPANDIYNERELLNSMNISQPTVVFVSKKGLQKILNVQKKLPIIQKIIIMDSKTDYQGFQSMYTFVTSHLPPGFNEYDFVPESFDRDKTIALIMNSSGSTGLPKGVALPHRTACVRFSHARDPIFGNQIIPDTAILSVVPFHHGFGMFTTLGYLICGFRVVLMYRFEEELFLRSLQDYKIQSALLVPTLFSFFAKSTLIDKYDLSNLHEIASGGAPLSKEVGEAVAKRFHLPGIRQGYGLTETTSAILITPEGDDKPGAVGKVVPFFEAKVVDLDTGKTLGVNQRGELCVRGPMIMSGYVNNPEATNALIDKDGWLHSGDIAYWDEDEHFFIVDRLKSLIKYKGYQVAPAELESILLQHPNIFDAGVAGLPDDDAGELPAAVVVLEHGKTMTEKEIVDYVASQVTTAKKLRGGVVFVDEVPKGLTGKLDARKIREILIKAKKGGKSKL
FLuc stim CS – affects firefly luciferase, flagging false hits in luciferase stimulation screens; ATPlite luciferase biochemical, luminescence, 10 min; 0 = ATP-free wells, 1 = DMSO control; activation factor at 10 µM; 200,000 tested, under 10 active; AID 1027;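 active means luciferase activation factor, scaled between plate controls, of at least 2 with compound at 10 µM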
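System: cell-free luciferase reagent; medium: PBS as buffer for the ATP substrate; doses: test compounds dosed from 2 mM stocks in 100% DMSO; incubation: 10 min, room temperature; measured by: luminescence from luciferase reaction; read-out: luciferase activation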
Starred values were filed as active, the others as inactive; / = no result given.

Values run as follows: STAT3 inh | STAT1 blocker | STAT1 act | ROMK primary | STAT3 activator | NF-kB neuron act | APP transl inh | APP 5'UTR act | FLuc inh counter | FLuc stim CS
- C=CCn1c(COc2ccccc2)nnc1SCC(=O)N/N=C/c1ccc(C)cc1
 : 11 | 9 | 92 | / | 93 | 1.2 | 9 | -9 | 8 | 0.9
- Cc1ccc(NC(=S)NNc2ccc([N+](=O)[O-])cc2S(=O)(=O)Nc2ccccc2C(=O)O)cc1C
 : -1 | 13 | 88 | -1.1 | 102 | 1.1 | 22 | -22 | 3 | 1
- O=C(O)c1oc2ccccc2c1CSCc1ccccc1
 : 5 | -5 | 103 | 0.79 | 104 | 1.1 | -20 | 19 | -2 | 1
- Cc1ccc(C)c(Cn2nnc3c(=O)[nH]c(C4CCCN(C(=O)C5CCCCC5)C4)nc32)c1 (configuration not stated)
 : -13 | -4 | 103 | / | 111 | 0.96 | -5 | 5 | -2 | 1
- CCCCC(NC(C)=O)c1nc2ccccc2n1CCC (configuration not stated)
 : 9 | -1 | 101 | / | 97 | 0.92 | 1 | -1 | 2 | 1
- O=Cc1c(F)cccc1N1CCCC1
 : 7 | 0 | 99 | 0.39 | 97 | 1.4 | 7 | -7 | -6 | 1.1
- CC1(C)C(=O)OC(c2cccn2-c2ccc([N+](=O)[O-])cc2)C2(CCCCC2)C1=O (configuration not stated)
 : 6 | 3 | 97 | / | 98 | 1.1 | 18 | -18 | -1 | 1
- COc1ccc(CCNC(=O)CSc2nnnn2C)cc1OC
 : 1 | -2 | 100 | 1.4 | 105 | 1.2 | 0 | 0 | -3 | 1
- Brc1ccccc1-c1nnc(COc2ncnc3c2cnn3-c2ccccc2)o1
 : 9 | -8 | 108 | -0.77 | 95 | 3.1 | 5 | -5 | -3 | 1
- CCSc1nc2c(c(=O)n1CC)SC(C)C2 (configuration not stated)
 : 4 | 7 | 95 | / | 103 | 1.9 | 5 | -5 | -6 | 1.1
- CC1CCN(Cc2c(C#N)c3ccccc3n2C)CC1
 : 4 | 1 | 100 | -2.4 | 101 | 1.5 | -24 | 24 | -8 | 1.1
- CCCN1Cc2cccc(C(=O)N3CCN(c4ccc(OC)cc4)CC3)c2C1=O
 : -11 | -1 | 99 | -0.63 | 110 | 1.1 | -6 | 6 | -3 | 1
- COc1ccccc1-c1c(C(F)(F)F)oc2cc(OC(=O)c3ccc([N+](=O)[O-])cc3)ccc2c1=O
 : 8 | 5 | 96 | / | 94 | 0.82 | -3 | 3 | -4 | 1
- COc1cccc(CNc2ccc(C)c(Cl)c2)c1
 : -4 | -19 | 115 | 0.011 | 109 | 1.3 | -6 | 6 | -3 | 1
- COCCn1c(SCC(=O)Nc2nnc(C)s2)nnc1-c1ccoc1C
 : 0 | 3 | 97 | -0.0068 | 103 | 1.4 | -3 | 3 | -6 | 1.1

(cont.)
Values run as follows: STAT3 inh | STAT1 blocker | STAT1 act | ROMK primary | STAT3 activator | NF-kB neuron act | APP transl inh | APP 5'UTR act | FLuc inh counter | FLuc stim CS
- COc1ccc(-c2noc(CCC(=O)NC3CCN(Cc4ccccc4)CC3)n2)cc1
 : 10 | 10 | 91 | -0.5 | 96 | 0.76 | -10 | 10 | -4 | 1
- O=C(NCC1CCCO1)c1c(O)c2ccccc2[nH]c1=O (configuration not stated)
 : 14 | -13 | 112 | 0.43 | 94 | 2 | -2 | 2 | 4 | 1
- C#CCOC(=O)CCC(=O)NCCc1ccccc1
 : 17 | 1 | 100 | / | 91 | 1.2 | 32 | -32 | 1 | 1
- Cn1cc(CN2CC3C[C@@H]4CC2C[C@H](C3)C4)c(-c2ccc3c(c2)OCCO3)n1
 : -4 | -13 | 110 | -0.39 | 105 | 1.4 | -11 | 11 | 0 | 1
- Cc1ccc(S(=O)(=O)N2CCN(C(=O)c3cccc(F)c3)CC2)cc1
 : -8 | 3 | 98 | 0.4 | 110 | 1 | 7 | -7 | -7 | 1.1
- Cc1ccc(/C=N\NC(=O)Cc2cccn2C)o1
 : 4 | 4 | 96 | 0.73 | 101 | 1 | 2 | -2 | -4 | 1
- CC1CCCCC1NC(=O)CSc1nnc(N)s1 (configuration not stated)
 : 2 | -3 | 102 | 0.28 | 102 | 0.95 | -13 | 13 | -3 | 1
- Cc1cc(C(=O)NCC2CCCO2)n(-c2ccccc2)n1 (configuration not stated)
 : 4 | 3 | 97 | / | 104 | 1.4 | -8 | 8 | -1 | 1
- Cn1c(SCC(=O)N2CCOCC2)nnc1-c1ccccc1
 : 3 | -1 | 101 | 0.79 | 100 | 1.1 | -8 | 8 | -6 | 1.1
- Nc1c(-c2ccc(Cl)cc2)cnn1-c1cccc(C(F)(F)F)c1
 : 20 | -24 | 121 | / | 92 | 2.2 | -64 | 64 | 1 | 1
- CC(C)(C)NC(=O)C1CCN(S(=O)(=O)c2cccc(C(F)(F)F)c2)CC1
 : 8 | 12 | 87 | 0.041 | 95 | 1.1 | 13 | -13 | -4 | 1
- CN(C)S(=O)(=O)c1ccc(NC(=O)CN2CCC(Cc3ccccc3)CC2)cc1
 : -3 | 0 | 99 | -0.051 | 104 | 0.75 | -10 | 10 | -8 | 1.1
- CCOC(=O)c1cc2c(=O)n3cccc(C)c3nc2n(C)c1=N
 : 1 | -7 | 107 | 1.3 | 105 | 1.3 | -20 | 20 | -6 | 1.1
- O=C(COC(=O)c1ccc(NS(=O)(=O)c2ccc3c(c2)OCCO3)cc1)NC1CCS(=O)(=O)C1 (configuration not stated)
 : -7 | 0 | 99 | 0.024 | 113 | 1 | -6 | 6 | 4 | 1
- Cc1cc(C)cc(N(CC(=O)NCCSc2ccccn2)S(=O)(=O)c2ccccc2)c1
 : 2 | 2 | 98 | / | 98 | 0.57 | -4 | 4 | -4 | 1

3 compounds already listed, arranged by the number in ROMK primary, lowest first.
| mol | ROMK primary |
| --- | --- |
| COc1ccc(-c2noc(CCC(=O)NC3CCN(Cc4ccccc4)CC3)n2)cc1 | -0.5 |
| Cn1cc(CN2CC3C[C@@H]4CC2C[C@H](C3)C4)c(-c2ccc3c(c2)OCCO3)n1 | -0.39 |
| O=C(COC(=O)c1ccc(NS(=O)(=O)c2ccc3c(c2)OCCO3)cc1)NC1CCS(=O)(=O)C1 (configuration not stated) | 0.024 |

The listing picks up with the four entries that preceded the break.
Values run as follows: STAT3 inh | STAT1 blocker | STAT1 act | ROMK primary | STAT3 activator | NF-kB neuron act | APP transl inh | APP 5'UTR act | FLuc inh counter | FLuc stim CS
- CN(C)S(=O)(=O)c1ccc(NC(=O)CN2CCC(Cc3ccccc3)CC2)cc1
 : -3 | 0 | 99 | -0.051 | 104 | 0.75 | -10 | 10 | -8 | 1.1
- CCOC(=O)c1cc2c(=O)n3cccc(C)c3nc2n(C)c1=N
 : 1 | -7 | 107 | 1.3 | 105 | 1.3 | -20 | 20 | -6 | 1.1
- O=C(COC(=O)c1ccc(NS(=O)(=O)c2ccc3c(c2)OCCO3)cc1)NC1CCS(=O)(=O)C1 (configuration not stated)
 : -7 | 0 | 99 | 0.024 | 113 | 1 | -6 | 6 | 4 | 1
- Cc1cc(C)cc(N(CC(=O)NCCSc2ccccn2)S(=O)(=O)c2ccccc2)c1
 : 2 | 2 | 98 | / | 98 | 0.57 | -4 | 4 | -4 | 1
- C/C(=N\NC(=O)c1ccccc1)c1ccc(-n2ccnc2)cc1
 : 2 | -19 | 117 | 0.64 | 100 | 0.95 | -9 | 9 | 6 | 0.9
- CCN(CC)c1ccc(/C=N/Nc2ccccc2)c(O)c1
 : 9 | -1 | 101 | / | 101 | 0.91 | 3 | -3 | 3 | 1
- Cc1cccc(N2CCN(C(=O)C3CCN(S(=O)(=O)c4cccc5nsnc45)CC3)CC2C)c1 (configuration not stated)
 : 12 | 2 | 98 | / | 94 | 0.36 | -16 | 16 | -7 | 1.1
- COc1ccc(C2(O)CCN(CC(=O)Nc3nccs3)CC2)c(OC)c1
 : 9 | 7 | 94 | -0.28 | 95 | 1.2 | -3 | 3 | -5 | 1.1
- COc1ccc(-c2cnc3nc[nH]c(=O)c3n2)cc1
 : -8 | -7 | 106 | 0.092 | 110 | 1 | -7 | 7 | 0 | 1
- CC(C)(C)c1cc(OS(C)(=O)=O)ccc1O
 : 4 | 5 | 94 | / | 100 | 1.2 | 20 | -20 | 0 | 1
- COc1ccc(C(=O)N2CCN(S(=O)(=O)N3CCOCC3)CC2)cc1OC
 : -4 | 0 | 98 | 1.4 | 106 | 1.3 | 15 | -15 | -4 | 1
- CCN(CC)C(=O)CN(c1cc2c(cc1OC)oc1ccccc12)S(=O)(=O)c1ccc(C)cc1
 : 7 | -2 | 102 | -0.93 | 99 | 0.8 | 18 | -18 | 0 | 1
- COc1ccc(C)cc1NC(=O)CSc1nnc(COc2ccc(C)cc2)n1Cc1ccco1
 : 13 | 4 | 97 | 0.48 | 96 | 0.6 | -12 | 12 | -5 | 1.1
- O=C(NCC(=O)N(CC1CCCO1)C1(C(=O)NC2CCCCC2)CCCCC1)c1ccccc1 (configuration not stated)
 : -5 | -8 | 108 | -1.3 | 101 | 1.1 | 7 | -7 | -6 | 1.1
- O=C(OCc1ccccc1)c1ccc(Br)o1
 : 11 | 6 | 89 | -1.1 | 92 | 1.2 | -22 | 22 | 4 | 1
- Cc1ccc2nc(N/C(=N/S(=O)(=O)c3cccs3)c3ccccc3Cl)sc2c1
 : 17 | -2 | 99 | -1.1 | 88 | 0.9 | -29 | 29 | -5 | 1.1
- NS(=O)(=O)c1ccc(CNC(=O)CSc2ccccc2)cc1
 : 9 | 0 | 98 | -0.17 | 100 | 1 | 4 | -4 | -3 | 1
- COc1cccc(-n2c(SCc3ccccn3)nc3c(c2=O)SCC3)c1
 : 7 | 27 | 73 | 1.1* | 96 | 1.1 | 2 | -2 | -9 | 1.1
- COc1cccc(CNc2ccc([N+](=O)[O-])cc2Cl)c1O
 : 15 | -2 | 100 | -0.021 | 89 | 1.4 | -6 | 6 | 2 | 1
- CC(C)c1nc(NCC2CCCO2)c(C#N)c2c1COC(C)(C)C2 (configuration not stated)
 : -2 | -5 | 104 | / | 105 | 1.1 | 10 | -10 | -4 | 1
- CC(Sc1nc(N2CCOCC2)c2c(c1C#N)CC(C)(C)OC2)C(=O)Nc1ccccc1 (configuration not stated)
 : -4 | -1 | 101 | / | 107 | 1 | 0 | 0 | -2 | 1
- O=C(NCCc1nc2ccccc2[nH]1)/C(=C/c1ccc2c(c1)OCO2)NC(=O)c1ccc(Cl)cc1Cl
 : -9 | 9 | 92 | -3.4 | 108 | 0.54 | -6 | 6 | -5 | 1

Assay outcomes deposited in PubChem BioAssay by several laboratories.
